Yp Topo-I inh: Yersinia pestis topoisomerase I inhibitors, primary screen, biochemical, cleavage product accumulation, plate reader, single point | DNA topoisomerase I (Yersinia pestis CO92) | Y. pestis Topo-I cleavage product accumulation | activity, % at 10 µM | 360,000 compounds, 0.064% hits; in the data active = activity above about 50%, passing the limit was not always enough; inconclusive = no clear call, values can overlap the other calls; note: inactives centre near 2
TcdB inh: TcdB glycohydrolase inhibitors, primary screen, biochemical, single point, plate reader; Toxin B (Clostridioides difficile), P18177; TcdB glycohydrolase enzymatic assay; inhibition, % at 9.99 µM; 350,000 compounds, 0.24% hits; AID 652162, 2013; in the data active = inhibition above about 10%
Target sequence (P18177 whole entry, looked up): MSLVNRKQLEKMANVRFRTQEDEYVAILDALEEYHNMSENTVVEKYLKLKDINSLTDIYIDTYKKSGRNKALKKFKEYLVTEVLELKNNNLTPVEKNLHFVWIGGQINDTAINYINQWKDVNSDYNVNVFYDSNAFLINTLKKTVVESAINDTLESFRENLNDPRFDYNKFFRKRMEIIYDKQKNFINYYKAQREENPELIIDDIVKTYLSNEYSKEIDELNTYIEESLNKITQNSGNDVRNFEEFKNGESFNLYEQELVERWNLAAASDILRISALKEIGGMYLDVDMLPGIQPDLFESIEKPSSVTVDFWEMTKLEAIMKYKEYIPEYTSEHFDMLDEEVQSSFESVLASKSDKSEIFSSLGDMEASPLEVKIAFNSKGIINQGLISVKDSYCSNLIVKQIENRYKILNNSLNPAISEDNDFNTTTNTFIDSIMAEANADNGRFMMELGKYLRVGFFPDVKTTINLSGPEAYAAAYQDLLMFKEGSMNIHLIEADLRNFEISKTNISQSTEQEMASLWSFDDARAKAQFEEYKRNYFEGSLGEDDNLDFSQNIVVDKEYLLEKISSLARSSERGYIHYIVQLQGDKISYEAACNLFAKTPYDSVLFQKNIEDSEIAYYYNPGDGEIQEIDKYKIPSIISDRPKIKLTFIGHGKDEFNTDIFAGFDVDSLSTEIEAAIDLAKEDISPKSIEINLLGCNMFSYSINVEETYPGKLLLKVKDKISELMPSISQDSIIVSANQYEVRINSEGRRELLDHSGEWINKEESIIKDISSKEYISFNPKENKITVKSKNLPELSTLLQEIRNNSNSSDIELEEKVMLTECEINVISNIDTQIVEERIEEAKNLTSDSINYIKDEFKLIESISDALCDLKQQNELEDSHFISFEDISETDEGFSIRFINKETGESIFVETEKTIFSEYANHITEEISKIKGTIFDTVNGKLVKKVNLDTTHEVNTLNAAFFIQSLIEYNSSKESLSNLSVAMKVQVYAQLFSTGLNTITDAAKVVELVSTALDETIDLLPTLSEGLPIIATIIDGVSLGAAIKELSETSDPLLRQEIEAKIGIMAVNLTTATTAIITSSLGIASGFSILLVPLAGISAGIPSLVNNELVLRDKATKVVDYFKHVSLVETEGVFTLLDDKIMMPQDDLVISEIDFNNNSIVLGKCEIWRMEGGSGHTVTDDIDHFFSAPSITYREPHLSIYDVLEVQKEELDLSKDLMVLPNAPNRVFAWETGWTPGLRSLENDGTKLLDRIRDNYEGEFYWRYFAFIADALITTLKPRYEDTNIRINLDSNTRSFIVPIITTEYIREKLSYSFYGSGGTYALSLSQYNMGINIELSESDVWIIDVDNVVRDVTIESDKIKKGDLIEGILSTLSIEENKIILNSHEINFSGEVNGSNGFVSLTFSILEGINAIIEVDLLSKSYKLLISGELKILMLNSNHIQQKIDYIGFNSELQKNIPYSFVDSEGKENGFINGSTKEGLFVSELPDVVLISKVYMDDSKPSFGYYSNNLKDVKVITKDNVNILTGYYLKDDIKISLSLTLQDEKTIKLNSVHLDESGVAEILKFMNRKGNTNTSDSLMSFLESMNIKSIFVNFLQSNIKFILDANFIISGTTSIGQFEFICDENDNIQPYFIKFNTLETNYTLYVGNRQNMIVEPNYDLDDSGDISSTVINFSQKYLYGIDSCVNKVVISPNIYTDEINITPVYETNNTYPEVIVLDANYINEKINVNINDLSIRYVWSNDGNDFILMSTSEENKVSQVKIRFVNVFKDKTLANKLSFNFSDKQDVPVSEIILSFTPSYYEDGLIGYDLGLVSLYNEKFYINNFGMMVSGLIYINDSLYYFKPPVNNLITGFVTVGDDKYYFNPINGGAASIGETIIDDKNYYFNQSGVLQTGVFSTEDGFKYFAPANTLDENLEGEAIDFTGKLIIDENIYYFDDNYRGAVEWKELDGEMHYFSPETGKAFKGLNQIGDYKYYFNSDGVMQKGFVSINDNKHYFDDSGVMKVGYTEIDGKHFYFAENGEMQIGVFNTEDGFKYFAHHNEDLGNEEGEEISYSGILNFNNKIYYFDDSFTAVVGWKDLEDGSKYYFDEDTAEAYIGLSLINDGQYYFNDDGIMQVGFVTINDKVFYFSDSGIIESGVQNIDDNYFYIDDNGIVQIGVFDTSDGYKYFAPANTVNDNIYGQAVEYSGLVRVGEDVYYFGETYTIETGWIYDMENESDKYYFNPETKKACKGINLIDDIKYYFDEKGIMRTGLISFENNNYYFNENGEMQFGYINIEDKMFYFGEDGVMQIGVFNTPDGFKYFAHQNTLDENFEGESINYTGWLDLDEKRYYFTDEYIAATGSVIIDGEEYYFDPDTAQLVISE
VHR inh abs: VHR1 phosphatase inhibitors, primary screen, biochemical, absorbance, uHTS; 290,000 compounds, 0.52% hits; inhibition, % at 13.3 µM; Dual specificity protein phosphatase 3 (Homo sapiens), P51452; recombinant VHR phosphatase, pNPP absorbance; in the data active = inhibition above about 50%; note: some compounds called inactive have numbers as strong as hits
BoNT-A LC inh2: BoNT/A light chain protease inhibitors, primary screen, biochemical, flow cytometry, MLPCN library | multiplex microsphere protease substrate cleavage | inhibition, % at 10 µM | 360,000 compounds, 0.17% hits | Botulinum neurotoxin type A light chain protease (Clostridium botulinum A str. ATCC 3502); note: plate controls were buffer without enzyme for full effect and enzyme alone for no effect
Anthrax LF inh2: Bacillus anthracis LF protease inhibitors, primary screen, biochemical, multiplex microsphere, MLPCN library | Lethal factor (Bacillus anthracis), P15917 | multiplex microsphere protease cleavage assay | inhibition, % at 10 µM | 360,000 compounds, 0.12% hits | AID 588501, 2011; note: plate controls were buffer without enzyme for full effect and enzyme alone for no effect
PfHsp40 yeast: rescue of yeast from PfHsp40 toxicity, primary screen, S. cerevisiae, ATP luminescence. S. cerevisiae expressing PfHsp40, growth rescue. growth rescue, % at 12.5 µM. 340,000 compounds, 0.68% hits. AID 504582, 2011; in the data active = growth rescue above about 28%, passing the limit was not always enough; inconclusive = no clear call, values can overlap the other calls;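 note: yeast W303a lacking pdr1 and pdr3 grown in galactose medium; growth measured after three days at 30 °C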
PriA SSB inh: inhibitors of Klebsiella pneumoniae PriA binding to SSB C-terminal tail, primary screen, biochemical, AlphaScreen | inhibition, % at 33 µM | AlphaScreen SSBct-PriA binding, biotinylated peptide | AID 1272365, 2023 | 430,000 compounds, 0.6% hits; in the data active = inhibition mostly above about 37%, no sharp cut-off; inactive = mostly below about 20%;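 note: plate controls were negative control peptide for no effect and reference peptide for full effect; strong numbers were not always called active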
Vc quorum ag: inducers of Vibrio cholerae quorum light production without autoinducers, primary screen, BH1578 luxS cqsA deficient, single point | V. cholerae BH1578 lux reporter, luminescence, 6 h | activation, % at 18.7 µM | 350,000 compounds, 0.16% hits | AID 588436, 2011; in the data active = activation mostly above about 9.7%, no sharp cut-off; inconclusive = no clear call, values can overlap the other calls; inactive = mostly below about 3.7%; note: not every result past the cut was called active; inactives centre near 0; reference of the scale not given here
CCHF vOTU inh: CCHFV vOTU protease inhibitors, primary screen, biochemical, Pep-AMC substrate, fluorescence; inhibition, % at 11.5 µM; 370,000 compounds, 0.55% hits; Crimean-Congo hemorrhagic fever virus L polyprotein viral ovarian tumor (vOTU) protease …; in the data active = inhibition above about 30%; note: 0% = vehicle wells with enzyme and 100% = no enzyme wells
3CLpro inhibitor: SARS-CoV 3CLpro protease inhibitors, primary screen, biochemical, quenched FRET; recombinant SARS-CoV 3CLpro, quenched FRET peptide cleavage; inhibition, % at 6 µM; 290,000 compounds, 0.14% hits; Replicase polyprotein 1ab (Severe acute respiratory syndrome coronavirus), P0C6X7; in the data active = inhibition above about 12%
The depositor's hits bear a star; i = inactive; ? = inconclusive; . = no result given; & = joins results of further samples. Cut-off read from the data, not from the text of the source, unless noted: active = inhibition above about 30%; inconclusive = no clear call, values can overlap the other calls; inactive = below that. The list is partial; rates above refer to the full screens.

Results follow in this order: Yp Topo-I inh	TcdB inh	VHR inh abs	BoNT-A LC inh2	Anthrax LF inh2	PfHsp40 yeast	PriA SSB inh	Vc quorum ag	CCHF vOTU inh	3CLpro inhibitor
Cc1cc(-n2nc(C)cc2C)nc(N)n1
 : -4	.	-14	1.1	-6	0.9	-14	-0.1	-2	-1
O=C(c1ccc(N2CCCC2)c([N+](=O)[O-])c1)N1CCN(CCO)CC1
 : -5	1.3	18	-0.4	10	-0.6	-1	0.5	-3	0
COc1ccc(C(C)(C)C)cc1NC(=O)c1cncc(Br)c1
 : 1	.	34	0.7	3	21	-18	i	9	-3
COc1ccc(C(C(=O)NC2CCCCC2)N(C(=O)CCl)c2ccc(OC)cc2)cc1 (configuration not stated)
 : -2	.	-4	-1.0	-6	-0.1	1	-0.8	.	9
Cc1cccc(C2=NN(c3ccccc3)[C@@H](C(=O)N3CCOC3=O)[C@@H]2c2ccccc2)c1
 : -1	1.6	.	-0.4	-5	0.4	-27	i	8	.
COc1cc(NC(=S)N2CCN(Cc3ccccc3)CC2)cc(OC)c1
 : 10	.	16	0.3	0	0.0	7	-0.4	-18	7
CCn1c(CNC(=O)Cc2ccc(OC)cc2)nnc1SCCOc1ccccc1
 : 16	.	39	0.5	-6	-2.1	-15	-0.3	-7	4
CCOCCCNC(=O)CN1C(=O)COc2ccc(S(=O)(=O)N3CCCC3)cc21
 : 2	3.1	13	-1.4	0	-0.4	-25	i	18	4
Cc1cc(C)c(Cn2cnc3ccccc32)c(C)c1
 : 7	2.7	38	0.3	4	1.6	5	i	11	5
CCCCCCSc1ccc([C@H]2N[C@@](C)(C(=O)OC)[C@H]3C(=O)N(CC)C(=O)[C@@H]23)cc1
 : 14	0.6	.	-0.1	-3	6.9	-13	i	8	.
Cc1cccc(NCc2n[nH]c(=S)n2-c2ccccc2)c1
 : -9	1.0	-5	-1.1	-1	1.2	-1	-0.1	-1	1
O=C(CN1CCN(c2ccc(F)cc2)CC1)Nc1nnc(-c2ccccc2)s1
 : -11	.	15	0.1	-1	-1.2	-6	.	5	5
O=C(OCCCOC(=O)c1ccc(Br)o1)c1ccc(Br)o1
 : 18	1.5	.	1.4	3	-1.7	-9	5.1	-2	.
Cc1cccc(C(=O)N=c2sccn2C)c1[N+](=O)[O-]
 : 2	2.3	7	0.5	-2	2.1	2	i	0	6
NC(=O)C1CCN(C(=O)c2ccc(Oc3cc(Cl)cc(Cl)c3)o2)CC1
 : 8	-0.5	3	1.0	-10	-0.8	-10	1.1	-14	6
C#CCNC(=O)C1=C[C@H](c2ccc(Br)cc2)C[C@H](OCCCCO)O1
 : 9	0.0&1.1	3	0.3	9	-0.7	4	i	-4	3
COc1ccccc1OCCNC(=O)Cc1ccc(Cl)c(Cl)c1
 : 7	-0.2	-5	-0.4	-4	1.4	-3	-0.4	-4	0
Cc1ccc([C@H]2N[C@]3(CCCN(Cc4ccc(C(F)(F)F)cc4)C3=O)[C@H]3C(=O)N(C)C(=O)[C@@H]23)cc1
 : 5	1.6	.	-0.7	-5	.	.	-0.6	0	.
CC(=O)Oc1ccc(C(=O)[C@H]2[C@H]3C(=O)N(c4ccccc4)C(=O)[C@H]3[C@@H]3C=CC=NN32)cc1
 : -1	.	8	1.2	-4	-0.1	-4	-0.4	4	-1
CN1C(=O)/C(=C/c2ccc(O)c([N+](=O)[O-])c2)N(C)C1=S
 : -16	-1.4	-4	-0.8	-3	-0.1	-3	-1.9	6	3
Cc1cnc(C(=O)OCC(=O)N=c2sccn2Cc2ccccc2Cl)cn1
 : -6	1.9	24	11	4	-1.2	-11	-1.0	-9	2
Cc1ccccc1C(=O)N1CCC(C(=O)Nc2nccs2)CC1
 : -14	.	12	0.2	-2	1.6	-4	-0.9	-1	2
CS(=O)(=O)N(Cc1ccc(Cl)cc1)c1ccc(C(=O)N2CCN(c3ccccc3)CC2)cc1
 : 39	.	18	0.3	-15	0.7	13	-0.3	4	4
Cc1cccc(N(CC(=O)N2CCCC2)S(C)(=O)=O)c1C
 : 7	0.0	.	0.3	-5	.	.	i	1	.
Cc1ccc(CN2CCN(C(=O)/C=C/[C@H]3O[C@@H](n4cc(C)c(=O)[nH]c4=O)C[C@@H]3O)CC2)cc1
 : .	2.6	.	-0.3	-3	.	.	.	-7	.
C=CCn1c(SCC(=O)c2ccc(O)c(O)c2)nnc1-c1cccnc1
 : 0	-0.9	-3	0.5	-9	?	-13	i	15	2
CCCOc1ccc(NC(=O)C2CC(=O)N(C)C(=Nc3cccc(OC)c3)S2)cc1 (configuration not stated)
 : 3	0.4	7	0.1	-2	4.1	3	0.8	2	2
COc1ccc(C(=O)NC2CC2)cc1OC1CCN(Cc2ccccc2)CC1
 : 1	-0.1	-4	0.2	2	0.2	-3	0.0	20	-2
CCCCCCC(C)NC(=S)Nc1cc(S(=O)(=O)N(C)C)ccc1C (configuration not stated)
 : 28	.	-7	0.4	1	3.7	-13	-1.6	16	4
Cc1cc2c(cc1S(=O)(=O)NCc1ccccc1)n(C)c(=O)c(=O)n2C
 : -8	1.0	49	-0.8	-8	-0.6	-8	-0.2	5	-4

The final two compounds of the section above are carried over, then new ones follow:
Results follow in this order: Yp Topo-I inh	TcdB inh	VHR inh abs	BoNT-A LC inh2	Anthrax LF inh2	PfHsp40 yeast	PriA SSB inh	Vc quorum ag	CCHF vOTU inh	3CLpro inhibitor
CCCCCCC(C)NC(=S)Nc1cc(S(=O)(=O)N(C)C)ccc1C (configuration not stated)
 : 28	.	-7	0.4	1	3.7	-13	-1.6	16	4
Cc1cc2c(cc1S(=O)(=O)NCc1ccccc1)n(C)c(=O)c(=O)n2C
 : -8	1.0	49	-0.8	-8	-0.6	-8	-0.2	5	-4
C[C@@]12C(=O)Nc3cc(Cl)ccc3C(=O)N1[C@H]1c3ccccc3OC[C@@H]1[C@@H]2c1ccccc1
 : 9	.	.	-0.1	-3	1.4	5	-3.7	.	.
CCOC(=O)c1cccc(NC(=O)CN(C)S(=O)(=O)c2cnc[nH]2)c1
 : -7	.	29	-0.2	5	-1.4	-1	.	-3	-1
O=c1[nH]c(CCl)nc2cc(-c3ccc(Cl)cc3)sc12
 : 9	.	15	-0.6	-5	-0.3	-23	-0.6	14	-5
Nn1c(SCc2ccc(Br)cc2)nnc1-c1ccccn1
 : 1	-0.6	22	0.1	1	1.1	-15	i	-3	8
CN(C)C(=O)COc1ccc2c(-c3ccccc3)cc(=O)oc2c1
 : -1	0.9	9	2.3	-5	0.3	5	-0.6	-10	0
COc1ccc(-c2c(NC(=O)c3ccco3)n(-c3ccc(C)cc3)nc(C)c2=O)cc1
 : 3	-0.1	43	-4.6	22	.	-12	i	1	4
O=C(NCC(=O)N(c1cccc(F)c1)C(C(=O)NC1CCCC1)c1cccnc1)c1cccs1 (configuration not stated)
 : 10	5.0	11	0.2	-2	-0.6	-9	i	10	1
COc1ccc(C(C(=O)NC2CCCCC2)N(C(=O)c2ccccn2)c2cccnc2)c(OC)c1 (configuration not stated)
 : -5	1.9	25	-2.5	-9	0.7	-16	-0.3	-17	-3
NC(=O)CCCn1c(C(=O)c2cc(Cl)c(N)c(Cl)c2)c2ccc([N+](=O)[O-])cc2[n+]1[O-]
 : 0	1.5	.	2.5	10	1.3	15	i	7	.
CN1CCN(C(=O)c2cc3c(c(-c4cccc(-c5cc6ccccc6o5)c4)n2)[C@@H](CCO)N(S(=O)C(C)(C)C)C3)CC1 (some centres not stated)
 : .	1.2	.	-0.4	-4	.	.	.	13	.
CCOc1ccc(C(C)NC(=O)c2cc(=O)[nH]c3ccccc23)cc1OCC (configuration not stated)
 : 4	0.9	17	-0.9	-1	-0.3	-4	i	-5	6
CC(C)c1nc2sc3c(c2c(=O)[nH]1)CC(C)(C)OC3
 : -6	-0.1	2	-2.5	1	0.2	-11	i	2	4
CCCc1cc(=O)[nH]c(SCC(=O)N2CC3(C)CC2CC(C)(C)C3)n1 (configuration not stated)
 : 7	-0.1	.	-2.3	3	-1.8	0	-0.5	5	.
C=CC(=O)Nc1ccc(Nc2ccnc(Nc3ccc(N4CCN(C)CC4)cc3)n2)cc1
 : -52	.	.	-0.1	-18	-1.0	57*	i	.	.
N=C(N)N=Nc1c(O)[nH]c2ccc(Br)cc12
 : -21	.	10	0.1	-2	1.1	7	-0.2	7	-2
COc1ccc(C(=O)C2CCCCC2=O)cc1 (configuration not stated)
 : 11	.	18	-0.4	-4	-0.6	2	4.2	-2	2
CCCCN1CC(COCc2ccccc2)OCCS1(=O)=O (configuration not stated)
 : 4	1.9	.	-0.3	-1	-0.7	-18	-0.5	-5	.
O=C(Nc1ccc(S(=O)(=O)Nc2nccs2)cc1)C1=NN(c2ccccc2)C(=O)CC1
 : 4	-0.5	-4	0.5	-8	0.2	2	0.4	15	-4
CCOC(=O)c1c(/N=C/c2ccccc2O)sc2c1CCC2
 : -6	1.5	30	0.0	-1	-1.5	.	-3.1	8	2
CCN(CC)S(=O)(=O)c1cccc(C(=O)Nc2ccccc2)c1
 : -7	.	1	0.0	0	-1.4	2	1.3	-4	3
Cc1sc2ncnc(N3CCN(CCOc4ccc(Cl)cc4)CC3)c2c1C
 : -8	0.3	2	0.0	-6	0.8	-13	i	-7	-4
O=C1CN(C(=O)c2ccc(Br)o2)C(c2ccccc2)c2cc(Br)ccc2N1 (configuration not stated)
 : 32	0.4	-16	-1.0	-1	0.0	-1	-0.2	7	-4
CCOc1ccc(CC(=O)N/N=C/c2cccnc2)cc1
 : -3	1.2	3	.	.	-0.8	i	i	-12	2
O=C(OCC(=O)N1CCc2ccccc21)c1cccnc1Cl
 : 3	1.2	10	0.0	-2	1.2	-14	-0.4	.	-1
